human PMI inhibitors: human PMI inhibitors, high substrate, primary screen, biochemical, fluorescence intensity, high mannose 6-phosphate (AID 1220). one-dose inhibition, % at 20 µM; IC50 in µM for titrated hits. recombinant PMI enzyme, coupled fluorescence intensity; higher % means a stronger effect. hit rate 0.66% among 190,000
SIAH1 antagonists: Siah-1 peptide-binding antagonists, primary screen, biochemical, fluorescence polarization, rhodamine-plectin, uHTS (AID 1817); displacement, % at 20 µM, or IC50 in µM where a hit was titrated; hit rate 0.02% among 290,000; Siah-1 / rhodamine-plectin peptide fluorescence polarization; higher % means a stronger effect;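 active = displacement of at least 50% at 20 µM, with a fluorescence ratio check between 0.3 and a set limit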;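 note: plate controls were Siah plus tracer with DMSO for no effect and tracer alone without Siah for full effect; strong numbers were not always called active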
XIAP antagonists: XIAP antagonists, biochemical, IAP family, fluorescence polarization (AID 1018); XIAP BIR domain, fluorescence polarization peptide displacement; higher % means a stronger effect; one-dose displacement, % at 20 µM; IC50 in µM for titrated hits; hit rate 0.007% among 200,000; in the data active = displacement above about 50%; note: a part of the inactive calls stands beside numbers as strong as those of hits
TNAP activation fold: stimulation of alkaline phosphatase TNAP activity – biochemical, luminescent, no phosphate acceptor, uHTS, primary screen (AID 1001). hit rate 0.03% among 200,000. activation fold at 20 µM; hits with a dose series show EC50 in µM. purified TNAP, luminescent activation assay, no phosphate acceptor; higher activation fold means a stronger effect; in the data active = activation fold from about 3, or a potency from the dose series; inactive = the rest, 99 in 100 with activation fold below about 1.6; note: many of its hits are not listed in these tables
Myeloid diff MLP: promotes myeloid progenitor differentiation. ER-HoxA9 myeloid progenitors, lysozyme-GFP differentiation, flow cytometry. calls only at 10 µM. hit rate 1% among 360,000;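 active = normalized GFP-positive differentiation at or above the plate's own cutoff, the solvent-only control mean plus 3 SD; inconclusive = no clear call, values can overlap the other calls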;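 note: cells exposed to compound for four days before flow analysis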
PMI inhibitors: MPI enzyme activity inhibition – biochemical, fluorescence intensity, coupled assay, primary screen (AID 1209). purified PMI enzyme, coupled fluorescence intensity; higher % means a stronger effect. inhibition, % at 20 µM; hits with a dose series show IC50 in µM. hit rate 0.42% among 190,000;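 note: plate controls were DMSO vehicle for no effect and wells lacking substrate for full effect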
PhoP inhibition: PhoP-dependent GFP reporter repression – Salmonella Typhimurium, primary screen (AID 1863); S. Typhimurium PhoP-regulated promoter GFP reporter, 4 h; higher % means a stronger effect; inhibition, % at 50 µM, or IC50 in µM where a hit was titrated; hit rate 0.16% among 300,000;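 active = inhibition over 29.93%, a cutoff 3 SD above the screen mean, later confirmed by dose response; inconclusive = inhibition over 29.93% but no dose response follow-up; inactive = inhibition at most 29.93% or unconfirmed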;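 note: 0% = low Mg2+ inducing control and 100% = high Mg2+ repressing control; strong numbers were not always called active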
WT yeast gro inh: growth inhibition of WT yeast, mitochondrial fusion screen | inhibition, % at 10 µM | mitochondrial fusion phenotypic screen, WT strain | hit rate 2.1% among 190,000; in the data active = inhibition above about 58%; tested in S. cerevisiae
RSV CPE inhibition: inhibition of RSV-induced cytopathic effect – HEp-2 cells, primary 10 µM value included (AID 2391); HEp-2 cells, RSV-induced CPE inhibition; higher % means a stronger effect; CPE inhibition, % at 10 µM, or IC50 in µM where a hit was titrated; hit rate 0.13% among 310,000; in the data active = a potency from the dose series; inconclusive = CPE inhibition mostly from about 23% at the one dose, without a potency; inactive = the rest, 99 in 100 with CPE inhibition below about 21%; note: strong numbers were not always called active
WT yeast gro inh mutant strain: recorded beside WT yeast gro inh, whose call it bears; inhibition, %; mitochondrial fusion phenotypic screen, mutant strain inhibition
Myeloid diff MLP GFP+ MAC1+ %: also measured in Myeloid diff MLP; calls as there; GFP+ MAC1+ double positive, %; measured here: differentiation confirmed by MAC1 staining
Numbers without * were called inactive; i = inactive; u = inconclusive; x = no result given. Cut-off read from the data, not from the text of the source, unless noted: active = inhibition above about 50%; inactive = the rest.

Molecule	human PMI inhibitors	SIAH1 antagonists	XIAP antagonists	TNAP activation fold	Myeloid diff MLP	Myeloid diff MLP GFP+ MAC1+ %	PMI inhibitors	PhoP inhibition	WT yeast gro inh	WT yeast gro inh mutant strain	RSV CPE inhibition
Nc1nonc1-n1nnc(C(=O)N/N=C/c2cc(Br)ccc2O)c1CNc1ccccc1	x	-3%	x	x	u	x	x	-6%	x	x	9.5%
O=C(Nc1cc(C(=O)N2CCCC2)ccc1N1CCCC1)C1CC1	-7%	4%	-0.8%	1.1	i	2.0	-16%	-4%	-18	18	0.4%
O=[N+]([O-])c1ccc(O)c(C2=NNC(c3ccccc3F)C2)c1 (stereo unspecified)	x	3%	x	x	i	0.2	x	-11%	x	x	7.3%
COc1ccccc1N1CCN(C(=O)c2cc(-c3ccc(C)cc3)on2)CC1	6%	-2%	0.4%	0.9	i	1.1	17%	5%	-5	-10	8.1%
Cc1ccc(CSCCNC(=O)CSCc2ccc([N+](=O)[O-])cc2)cc1	12%	5%	0.0%	1.1	i	0.4	11%	-3%	18	12	0.7%
Cc1ccc(C(=O)N/N=C2\CCSC2)cc1[N+](=O)[O-]	5%	0%	-4.9%	1	i	0.5	3%	-8%	-2	-6	0.5%
COC(=O)c1cc(=O)n(Cc2cccs2)c(=Nc2ccc(F)cc2)s1	-2%	5%	-3.3%	1	i	1.6	13%	-7%	37	29	2.5%
Oc1ccc(/C=N/n2c(-c3ccco3)csc2=Nc2cccnc2)c(O)c1	-15%	0%	-4.3%	1.1	i	1.4	-2%	26%	16	-8	0.6%
Cc1nn(Cc2c(F)c(F)c(F)c(F)c2F)c(C)c1NC(=O)c1ccc(COc2ccc(Cl)cc2Cl)o1	10%	-1%	-1.7%	1	i	0.7	10%	1%	47	12	2.3%
COc1cc(OC)c(NS(=O)(=O)c2cn(C)cn2)cc1Cl	x	0%	x	x	i	1.4	x	3%	x	x	-0.3%
CN(Cc1cc2ccccc2[nH]c1=O)C(=O)COc1ccccc1	x	1%	x	x	i	0.5	x	-5%	x	x	0.6%
COc1ccccc1OCc1nc2ccccc2s1	6%	4%	-5.3%	1	i	0.7	11%	5%	-7	-5	6.0%
CC(Cc1cccs1)N(Cc1ccc(Cl)cc1)C(=O)c1ccncc1 (stereo unspecified)	x	-1%	x	x	i	1.0	x	-2%	x	x	-1.5%
CCCC1Cc2c(sc(N)c2C#N)CO1 (stereo unspecified)	-3%	4%	-6.3%	1.1	i	0.2	-4%	3%	-7	3	1.1%
COCCCNC(=S)Nc1ccc2c(c1)OCCO2	0%	1%	0.0%	1.1	i	0.6	10%	-5%	-5	34	1.6%
O=C(OCCN1C(=O)c2cccc3c(N4CCOCC4)ccc(c23)C1=O)c1ccc(Cl)cc1	6%	8%	-7.0%	1	x	x	16%	-188%	21	7	5.7%
COc1cc(C(=S)N2CCOCC2)ccc1OS(=O)(=O)c1ccccc1[N+](=O)[O-]	-4%	2%	-0.2%	1.2	i	0.5	11%	10%	-8	-38	-0.4%
Cc1cccc(C(C(N)=O)c2ncc(C(F)(F)F)cc2Cl)c1 (stereo unspecified)	3%	6%	-0.8%	1.1	i	0.3	7%	0%	-26	2	-0.8%
Cc1ccc(Cn2nc(C)c(NC(=O)CSc3n[nH]c(C)c3[N+](=O)[O-])c2C)cc1	9%	23%	-1.6%	1	i	1.6	8%	-8%	-3	-26	2.9%
CCSC1=NCCN1S(=O)(=O)c1ccc2ccccc2c1	7%	1%	-8.3%	1.1	i	0.3	4%	-5%	-6	-7	4.9%
Cc1nn(-c2ncc(C(F)(F)F)cc2Cl)c(=O)n1-c1ccc(F)cc1	-10%	3%	-1.3%	1.1	i	0.6	-5%	-2%	-8	9	2.7%
CC(C)(C)c1cc(-c2nc(N)nc(N)n2)cc(C(C)(C)C)c1	17%	-2%	-15%	1.1	i	0.2	31%	-19%	13	36	16%
Cc1cnccc1CN(C)Cc1nc(Cc2ccccc2Cl)no1	11%	-2%	-3.6%	1.1	i	0.0	8%	-3%	0	-2	-0.8%
CN(Cc1cnn(-c2ccc(F)cc2)c1)Cc1nc(Cc2ccccc2)no1	8%	-5%	-12%	1	i	0.2	8%	x	3	-11	3.3%
COc1cc(S(=O)(=O)NCc2cccnc2)ccc1F	-13%	1%	-3.7%	1	i	0.6	-11%	4%	11	12	1.9%
N#Cc1c2c(c(N3CCN(CCO)CC3)n3c1nc1ccccc13)CCCC2	8%	-1%	-1.6%	1.2	x	x	18%	x	x	x	x
COc1ccc(C(=O)Oc2c(OC)cc(C(=S)N3CCOCC3)cc2OC)cc1OC	x	4%	x	x	i	0.7	x	-7%	x	x	2.5%
COc1cccc(CN(C(=O)COc2ccccc2[N+](=O)[O-])C2CCS(=O)(=O)C2)c1 (stereo unspecified)	x	-7%	x	x	i	0.0	x	-10%	x	x	3.6%
Cc1ccc(Cc2cncc(O)c2)cc1S(=O)(=O)O	0%	3%	-1.6%	1.1	i	0.7	7%	-8%	-8	6	-0.1%
O=C(O)c1c(NC(=O)N(CCO)Cc2ccccc2)sc2c1CCCC2	x	-3%	x	x	i	0.4	x	-3%	x	x	0.8%
CCc1ccc2c(c1)C(NC(C)=O)C(=O)N2CCN1CCOCC1 (stereo unspecified)	x	12%	x	x	i	0.7	x	4%	x	x	1.1%
Cc1cc(=O)[nH]c(COc2ccccc2)n1	-6%	-6%	-5.3%	1	i	0.5	-16%	6%	-7	1	0.9%
c1ccc2c(NC3C4CC5CC(C4)CC3C5)nc(N3CCOCC3)nc2c1 (stereo unspecified)	0%	-5%	-0.9%	1.2	i	0.6	-4%	8%	69*	46*	3.4%
C/C(=N\NC(N)=O)c1ccccc1	2%	-3%	-5.4%	1	i	0.3	1%	-4%	0	4	13%
Cc1cccc(C(=O)Oc2csc(=S)n2C(=O)c2cccc(C)c2)c1	8%	-2%	-14%	1	i	1.1	11%	-6%	-18	10	0.8%
Cc1cc(C)n2nc(SCc3nnc(SCCCCl)o3)nc2n1	0%	9%	-7.0%	1.1	i	2.8	-2%	0%	-19	-17	3.6%
COc1ccc(S(=O)(=O)NCCC(=O)NCc2ccccc2)cc1	-2%	2%	-5.9%	1.1	i	1.1	-4%	1%	-2	-7	-0.9%
CCc1ccc(S(=O)(=O)ON2C(=O)c3ccccc3C2=O)cc1	-11%	-2%	-1.6%	1.1	i	0.7	-5%	-4%	-2	4	x
CCOc1ccc(C(=O)Nc2ccc(N3CCN(C)CC3)cc2)cc1	x	-5%	x	x	i	0.7	x	-7%	x	x	0.0%
O=C(CN1C(=O)NC(Cc2c[nH]c3ccccc23)C1=O)NCCc1ccc(F)cc1 (stereo unspecified)	x	0%	x	x	i	0.5	x	2%	x	x	-2.5%
O=C(NCCN1CCN(c2ccccc2)CC1)Nc1ccccc1Br	x	-3%	x	x	i	0.7	x	9%	x	x	-0.8%
Cc1ccc(NCc2ccccc2)cc1	9%	-2%	-1.2%	1	i	3.6	-2%	-2%	-14	4	5.2%
O=C1CS/C(=C/C(=O)c2cccc(Cl)c2)N1	-6%	0%	-5.9%	1.1	i	1.1	-3%	3%	17	9	0.0%
CC(=O)c1cccc(NC(=O)C(C)OC(=O)C2CCC2)c1 (stereo unspecified)	x	-2%	x	x	i	0.8	x	5%	x	x	-0.1%
Cc1ccc(S(=O)(=O)N(C)CC(=O)OCC(=O)N2CCCC2=O)cc1	-7%	0%	-10%	1	i	0.4	-13%	-6%	-14	-7	3.0%
CC(O)/C=C/C1OC(=O)CC1Nc1ccc(C=O)cc1 (stereo unspecified)	9%	-1%	-4.4%	1.1	i	2.6	9%	-5%	3	-3	2.5%
Cc1cc(C)n(-c2ncnc3sc4c(c23)CC(C)CC4)n1 (stereo unspecified)	2%	-6%	-10%	1	i	0.3	0%	-6%	-4	4	-1.2%
CCOC(=O)N1CCN(c2ccc(F)cc2[N+](=O)[O-])CC1	11%	2%	-3.8%	1	i	0.2	2%	8%	9	-5	-0.6%

Compound activity: PubChem BioAssay, several laboratories
